# Source: PubChem BioAssay (National Center for Advancing Translational Sciences (NCATS))
# TDP-43 yeast inh = inhibitors of TDP-43 toxicity in yeast. TDP-43 expressing yeast growth rescue, BacTiter-Glo, 24 h. AID 652104. Potency, µM (top dose mostly 46.1 µM), inactives show at the top dose growth rescue (activation), most hits filed as activators. 410,000 tested, 1.8% active; note: potency is the fitted concentration of half-maximal effect; % of control where 0% means no effect; nearly all actives have a fitted effect of over 50% in size
#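 Growth rescue of TDP-43-toxic yeast measured as ATP luminescence (BacTiter-Glo). Cells grown to mid-log in raffinose, induced in galactose at OD600=0.02, exposed to compound 24 hr at 30 deg C.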
# GLP1R ag = activates the human GLP-1 receptor. P43220. HEK293 GLP-1R CRE-luciferase, luminescence, 4-6 h; cells express a hypersensitive GLP-1R form. Potency, µM (doses to about 45.6 µM), inactives show at the top dose activation, usual class: activators. 380,000 tested, 0.007% active; note: potency is the fitted concentration of half-maximal effect; % of control where 0% means no effect
# PTHR1 ag = agonists of human PTHR1 parathyroid hormone receptor. Q03431. HEK293 GP2 PTHR1 cells, GloSensor cAMP luminescence, 1 h. Potency, µM (doses to about 115 µM), without a hit: at the highest dose activation, usual class: activators. 410,000 tested, 0.075% active; note: potency is the fitted concentration of half-maximal effect; nearly all actives have a fitted effect of over 55% in size; some results filed as inactive show a strong effect at the top dose; inactives centre near -15; many of its hits are not listed in these tables
#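 HEK-293-derived GP2 cells expressing PTHR1 and a GloSensor cAMP reporter, 3,000/well, plated overnight, given luciferin plus IBMX (each 0.5 mM as added) for 1 h at 37 °C, then compound for 1 h at 37 °C. Luminescence was read after 15 min at room temperature.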
# DRD3 antagonist = antagonists of human D3 dopamine receptor; 360,000 tested, 2.5% active; P35462; AID 652054; D3R cells, DiscoveRx beta-arrestin luminescence, antagonist mode; hits give low values; max response, negative = inhibition, %; in the data active = max response below about -50%; inconclusive = no clear call, values can overlap the other calls; note: % is set by controls: 0 for no effect and ±100 for the full control effect; mostly tested at two doses, the higher about 12 µM
#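 Cells expressing the human receptor were seeded at 1500 cells/well, incubated overnight at 37 degrees C in 5% CO2, then exposed to library compounds with dopamine controls for 90 minutes at 37 degrees C before luminescent detection.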
# DRD3 agonist = agonists of human D3 dopamine receptor | P35462 | D3R DiscoveRx beta-arrestin cells, luminescence, 90 min | max activation, % | 410,000 tested, 0.58% active; in the data active = max activation above about 30%; note: 0% is about no effect; mostly tested at two doses, the higher about 12 µM
#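 Cells at 1500/well, incubated overnight, then treated with pinned compounds (dopamine as control) for 90 min at 37 degrees C. DiscoveRx reagent added for 30 - 60 minutes at room temperature; luminescence read.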
# KB-V1 cytotox = kills drug-selected multidrug resistant KB-V1 cells. 400,000 tested, 3.4% active. Potency, µM (top dose mostly 46.1 µM), for the others: at the top dose activity change, negative = cytotoxicity, most hits filed as cytotoxic. KB-V1 MDR cells viability, CellTiter-Glo, 72 h. AID 1347076; note: potency is the fitted concentration of half-maximal effect; % is set by controls: 0 for no effect and ±100 for the full control effect; nearly all actives have a fitted effect of over 60% in size
#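 Potencies derive from concentration-effect curves fitted to normalized luminescence (CellTiter-Glo) of KB-V1 cells treated for 72 h at 37 degrees C in phenol-red-free DMEM containing 10% FBS.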
# aSyn yeast inh = inhibitors of alpha-synuclein toxicity in yeast | Yeast expressing alpha-synuclein, growth rescue, BacTiter-Glo, 24 h | Potency, µM (doses to about 46.1 µM), for the others: at the highest dose growth rescue (activation), hits mostly activators | 370,000 tested, 0.14% active; note: potency is the fitted concentration of half-maximal effect; % of control where 0% means no effect; nearly all actives have a fitted effect of over 65% in size
#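 Galactose-induced alpha-syn yeast (OD600=0.02, raffinose-pregrown) + pinned cpd, 24 hr, 30 deg C; growth by BacTiter-Glo luminescence. Growth restoration scores as activation.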
# GLP1R cytotox = cytotoxicity in counter-screen for GLP-1R inverse agonists; AID 624418; 410,000 tested, 0.13% active; Potency, µM (highest dose often 38.3 µM), for inactives: at the highest dose activity change, negative = inhibition, actives largely listed as inhibitors; HEK293 cAMP-luciferase reporter cells, luminescence, 24 h;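 note: loss of luciferase light is scored as toxicity; potency is the fitted concentration of half-maximal effect; % is set by controls: 0 for no effect and ±100 for the full control effect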
#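 Step one: seed cells (200 cells/uL, DMEM with 10% Nu serum, 1% pen-strep). Step two: 12-hour incubation at 37 deg C. Step three: pin 23 nL compound, incubate 24 hr. Step four: add luciferase reagent, read luminescence 12 min later.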
# GLP1R inv ag = acts as inverse agonist at human GLP-1 receptor. AID 624417. P43220. Potency, µM (doses to about 38.3 µM), for the others: top-dose activity change, negative = inhibition, most hits filed as inhibitors. HEK293 GLP-1R CRE-luciferase, luminescence, 24 h; GLP-1R form is constitutively active. 410,000 tested, 1.6% active; note: potency is the fitted concentration of half-maximal effect; % is set by controls: 0 for no effect and ±100 for the full control effect; nearly all actives have a fitted effect of over 55% in size
#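 Constitutively active GLP-1R drives a cAMP-responsive luciferase in stably transfected HEK293 cells; test compounds are added after overnight (12 h) attachment and left 24 hr, and signal loss in luminescence marks inhibition.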
# Starred values were filed as active, the others as inactive; i = inactive; ? = inconclusive; . = no result given; & = joins results of further samples; [ ] = another dose, or the depositor's remark. Unless noted, calls come from the whole dose curve; as a rule, active = well fitted curve in the direction sought with a large enough effect; inconclusive = small, poorly fitted or top-dose-only effect, or another doubt; inactive = no such curve, though single readings can be large; an effect the other way counts as inactive or inconclusive. A portion of the library; rates above refer to the full screens.
SMILES,TDP-43 yeast inh,GLP1R ag,PTHR1 ag,DRD3 antagonist,DRD3 agonist,KB-V1 cytotox,aSyn yeast inh,GLP1R cytotox,GLP1R inv ag
O=C(OC1CCCCC1=O)c1cccc(S(=O)(=O)N2CCOCC2)c1 (stereo not drawn),15.7%,-13.2%,-42.1%[inhibitor],20.1,-0.4,0.1%,-0.7%,7.5%,11.7%
COc1ccc(S(=O)(=O)N2CCN(C(=O)c3cc4c(s3)CCCC4)CC2)cc1,-10.3%,6.9%,-64.3%[inhibitor],-3.2,-5.6,-5.9%,15.8%,-16.6%,?
COc1cc2[nH]c(=O)c(C(=O)NCc3ccc(C)cc3)c(O)c2cc1OC,7.4%,4.1%,i,-22.4,0.4,15.8%,0.2%,-4.7%,7.5%
CC1(C)CC(=O)C2=C(C1)Nc1nc(SCCN3CCOCC3)[nH]c(=O)c1C2c1cccs1 (stereo not drawn),16.3%,-3.2%,i,59.8,3.2,0.0%,9.0%,-6.1%,14.7%
CC1=[N+](C)N(c2ccccc2)C(=O)C1N=Cc1ccccc1Cl (stereo not drawn),10.7%,2.0%,-24.8%,-2.4,12.9,?,-6.7%,-0.7%,13.7%
COc1ccccc1C(=O)NNC(=S)NC(=O)c1ccco1,-64.1%[inhibitor],-14.9%,i,-20.6,-15.1,-22.5%,0.5%,-28.9%,?
O=c1cc(N2CCN(c3ccc(F)cc3)CC2)[nH]c(=O)n1C1CCCCC1,10.4%,-9.5%,-14.4%[57.5 µM],12.7,2.4,?,3.4%,-18.6%,-10.9%
N#CC(C#N)=Cc1cnc(N2CCN(c3ccccc3)CC2)s1,-15.0%,-1.1%,-9.2%,-15.2,-1.5,10.0%,-1.1%,2.3%,13.4%
CC(=O)c1sc(NC(=O)C(C)C)nc1C,7.7%,-8.3%,-24.9%,-26.8,-3.2,15.3%,-1.8%,-11.9%,2.7%
O=C(O)CC1S/C(=N/N=C/c2ccc(-c3ccccc3[N+](=O)[O-])o2)NC1=O (stereo not drawn),?,-0.3%,-7.3%,17.9,-4.0,1.9%,0.7%,-7.8%,9.5%
O=C(NCc1ccccc1)C(c1ccc(F)cc1)N(Cc1ccc2c(c1)OCO2)C(=O)Cn1nnc(-c2cccs2)n1 (stereo not drawn),0.3%,-7.5%,i,22.4,17.7,0.2%,-10.1%,-12.3%,-40.8%
Cc1ccc2ccccc2c1CSc1nc(N)nc2c1ncn2CC(C)C,?,14.3%,-8.1%,-5.6,-1.9,20.6µM*,0.1%,13.7%,?
C[C@H]1CN([C@@H](C)CO)C(=O)CCCn2nncc2CO[C@@H]1CN(C)Cc1ccc(-c2ccccc2)cc1,?,5.1%,-12.9%,39.9,1.3,3.8%,2.9%,3.2%,?
COc1cc(OC)cc(-c2c(C#Cc3ccsc3)c3cc(-c4ccc(OC)nc4)ccc3n2C)c1,8.5%,-1.7%,-10.0%,-1.0,-3.7,1.1%,-1.6%,?,5.0%
O=C(CSc1nncn1-c1ccccc1)NCc1cccs1,-5.3%,-9.2%,-3.7%[57.5 µM],-1.3,2.0,6.0%,-6.5%,3.5%,13.6%
COc1ccc(NS(=O)(=O)c2ccc(O)c(NC(=O)c3ccc(S(=O)(=O)N4CCCCCC4)cc3)c2)cc1,7.5%,2.5%,-30.7%[inhibitor],24.4,1.6,3.6%,2.4%,-8.8%,-23.7%
O=C(c1cc2cc(Br)cc(Br)c2oc1=O)N1CCCC1,-13.1%,-0.6%,i,1.1,15.3,-2.3%,-0.1%,-3.8%,-7.6%
CC1CN(c2ccc(Oc3ccccc3)cc2)c2nc3c(c(=O)[nH]c(=O)n3C)n2C1 (stereo not drawn),-23.7%,1.4%,?,-20.2,-10.6,-6.3%,0.9%,3.6%,0.5%
Cc1ccc(Sc2ncccc2COC(=O)NC(C)C)cc1,?,13.5%,-20.6%,10.4,-3.2,27.8%,-1.1%,5.6%,-6.6%
COc1ccc(OC)c(CN2CCN(C(=O)c3ccc(F)cc3)CC2)c1,9.5%,1.9%,-24.1%,-11.5,-17.1,-18.7%,2.1%,-6.8%,-4.7%
COc1ccccc1Cn1c(=O)c2ccccc2n2c(SCC(=O)N3CCCCC3)nnc12,13.9%,-1.3%,i,15.4,6.4,?,5.1%,-10.7%,4.4%
O=C(C1CC1)N(CCc1ccccc1)Cc1nc2ccccc2c(=O)[nH]1,9.8%,0.6%,-12.8%[57.5 µM],-8.9,6.0,16.4µM*,5.8%,-15.3%,-12.5%
CC(C)n1cnc2cc(NCc3ccccc3O)ccc21,0.0%,12.6%,i,2.7,15.6,5.8%,-2.8%,2.2%,31.3%
Cc1nc2ccc(C(=O)OCc3ccccc3Br)cc2nc1C,-13.9%,12.9%,-2.4%,3.6,2.5,?,1.9%,?,20.0%
CC(=O)C1=CCC(c2ccccc2)N(S(=O)(=O)c2ccccc2)C1 (stereo not drawn),24.1%&0.0%,5.8%&-5.4%,-57.0%[inhibitor],11.3&24.5,-10.0&3.3,-0.5%&11.5%,9.0%&-0.6%,-5.2%&-8.0%,16.1%&0.3%
SMILES,TDP-43 yeast inh,GLP1R ag,PTHR1 ag,DRD3 antagonist,DRD3 agonist,KB-V1 cytotox,aSyn yeast inh,GLP1R cytotox,GLP1R inv ag
c1ccc(-c2noc(CSc3nnc(Cc4cccs4)n3-c3ccccc3)n2)cc1,2.7%,3.5%,-7.0%[57.5 µM],?,-0.3,?,0.3%,3.8%,?
COc1cc(OC)cc(-n2c(=O)c3sccc3n(Cc3c(C)cc(C)cc3C)c2=O)c1,-15.6%,.,-0.3%,.,-13.4,5.6%,.,-2.8%,4.5%
CCN(CC)C(=O)Cn1cc(C(=O)C(=O)Nc2ccc3c(c2)OCO3)c2ccccc21,12.7%,11.2%,-23.4%,-5.7,-1.7,9.5%,3.5%,16.4%,-4.0%
COc1ccc(-c2cc(=O)[nH]c3ccccc23)cc1,0.0%,18.7%,-20.5%,-11.7,4.0,?,-1.3%[1.84 µM],-13.9%,10.5%
CC(=O)C1=CCC(c2cccc3ccccc23)N(S(=O)(=O)c2ccc(C)cc2)C1 (stereo not drawn),27.7%,3.3%,-23.3%,10.7,-1.5,10.3µM*,7.8%,3.8%,1.2%
O=C(O)c1cc(-n2c(/C=C\c3ccc(F)cc3)nc3ccccc3c2=O)ccc1Cl,?,.,-92.0%[inhibitor],.,5.1,?,.,-5.7%,-1.4%
CCCC(=O)N(CCc1ccc(OC)cc1)Cc1nc2ccccc2c(=O)[nH]1,-3.3%,-0.4%,-35.3%[inhibitor],-9.6,-6.0,14.6µM*,0.6%,-15.5%,16.1%
C=CCn1nc(-c2ccccc2)c(N2CCCCC2)cc1=O,15.3%,32.3%,-2.9%,4.7,-1.4,?,-4.4%,-11.3%,?
CCN(CC)S(=O)(=O)c1ccc(N2CC(C(=O)N3Cc4ccccc4CC3C(N)=O)CC2=O)cc1 (stereo not drawn),-13.2%,-4.5%,i,-7.1,2.4,0.0%,-10.4%,0.1%,7.1%
COc1cc([N+](=O)[O-])ccc1NC(=O)CN1CCN(C(=O)c2ccco2)CC1,5.3%,8.5%,-18.2%,12.2,26.3,?,-5.5%,-2.5%,1.0%
N#C/C(=C/C1=C(N2CCOCC2)C(=C/c2ccc(Cl)cc2)/CC1)C(=O)Nc1ccccc1F,-31.0%[inhibitor],2.1%,-13.0%,1.4,1.8,?,-9.1%,1.8%,-2.1%
O=C(/C=C/c1ccccc1)N1CCN(Cc2cc(=O)n3nc(-c4ccccc4)sc3n2)CC1,-8.0%,.,24.3%,.,4.6,.,.,1.3%,6.6%
COc1cc(C2c3c(-c4cc(Cl)c(C)cc4O)n[nH]c3C(=O)N2Cc2cccnc2)ccc1O (stereo not drawn),-3.7%,1.5%,i,12.5,1.4,?,-3.8%,16.9%,140.7%[activator]
COC(=O)Cn1c2ccccc2c(=O)n1C(C)C,-0.6%,-3.8%,5.1%,-6.7,-7.4,-20.7%,-2.4%,3.6%,5.7%
Cc1c(CC(=O)Nc2ccc(Cl)cc2)sc2ccc(Cl)cc12,14.7%,5.8%,-23.6%,13.5,-17.7,1.5%,9.9%,1.5%,?
CC(=O)Nc1ccc(S(C)(=O)=O)c(C)c1,-2.6%,-6.4%,i,5.7,5.3,-12.6%,-5.3%,8.4%[1.53 µM],7.1%
Cc1[nH]n(-c2ccccc2)c(=O)c1/C=N/N(C)c1ccccc1,?,-5.9%,-32.2%[inhibitor],2.6,4.6,14.6µM*,19.4%,-9.7%,-20.5%
CN(c1ccc(C(=O)NCCSC(C)(C)C)cc1)S(=O)(=O)c1ccccc1,0.3%,8.3%,-15.7%,5.3,0.1,-16.1%,1.5%,-4.9%,?
COc1ccc(OCc2cccc(C(=O)Nc3cc(C)on3)c2)cc1,12.8%,-13.8%,-13.3%[57.5 µM],13.2,-0.6,-1.0%,-3.6%,-8.4%,?
CC(=O)CCc1c(C)c2cc(C)ccc2[nH]c1=O,20.3%,4.6%,i,23.8,2.2,?,13.4%,-13.4%,20.0%
Clc1ccccc1CN1CCN(/N=C/C=C\c2ccco2)CC1,-19.5%[9.22 µM],16.8%,-1.1%,0.0,-10.3,-0.7%,-8.2%,-0.7%[7.66 µM],-12.6%[7.66 µM]
C/C=C/c1ccc(OCC(=O)Nc2cc(C(F)(F)F)ccc2N2CCOCC2)c(OC)c1,9.6%,-1.8%,i,4.3,0.1,2.1%,3.3%,-9.2%,-2.8%
CCOC(=O)CC(=O)Nc1ccc(Br)cc1C(=O)O,-2.9%,3.5%,-6.0%,18.6,1.4,-17.6%,-0.5%,6.3%,8.1%
CC(=O)c1ccc(OC(=O)Cc2cccc3ccccc23)cc1,?,11.1%,-9.9%,0.9,-6.8,0.3%,-1.1%,2.7%,2.6%
